AID2073 – inhibitors of Mint1-CaV2.2 protein interaction, biochemical, HTRF (AID 2073) | HTRF protein-protein interaction, Mint1-CaV2.2; higher % means a stronger effect | one-dose inhibition, % at 20 µM; IC50 in µM for titrated hits | 290,000 compounds, 0.19% hits; in the data active means inhibition mostly above about 51%, no sharp cut-off; inconclusive means no clear call, values can overlap the other calls; inactive means mostly below about 53%; further: some results filed as inactive read as strong as hits
XIAP antagonists – XIAP antagonists, biochemical, IAP family, fluorescence polarization (AID 1018); XIAP BIR domain, fluorescence polarization peptide displacement; higher % means a stronger effect; displacement, % at 20 µM; hits with a dose series show IC50 in µM; 200,000 compounds, 0.007% hits; in the data active means displacement above about 50%; further: a part of the inactive calls stands beside numbers as strong as those of hits
SV40 large T antigen – SV40 large T antigen inhibitors, biochemical (AID 1903); SV40 large T antigen ATPase/helicase inhibition assay; higher % means a stronger effect; inhibition, % at 20 µM; hits with a dose series show IC50 in µM; 310,000 compounds, 0.39% hits; in the data active means a potency from the dose series; inconclusive means inhibition mostly from about 32% at the one dose, without a potency; inactive means the rest, 99 in 100 with inhibition below about 32%; further: strong numbers were not always called active
LYP inhibition – inhibitors of LYP phosphatase, biochemical, fluorescence intensity, uHTS (AID 1779). recombinant LYP phosphatase, fluorescence intensity; higher % means a stronger effect. one-dose inhibition, % at 11.5 µM; IC50 in µM for titrated hits. 290,000 compounds, 0.054% hits; in the data active means inhibition above about 50%;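 further: plate controls were vehicle with enzyme for no effect and no enzyme for full effect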
MgcRacGAP inhibition – MgcRacGAP GTPase-activating activity inhibitors, confirmation, biochemical, ADP Hunter fluorescence; inhibition, % at 30 µM, or IC50 in µM where a hit was titrated; MgcRacGAP-stimulated Rac1 GTP hydrolysis, ADP Hunter fluorescence; higher % means a stronger effect; GST-tagged Rac1 F28L mutant substrate; AID 624330; 340,000 compounds, 0.6% hits;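 active means first-screen hits whose inhibition reached a set limit at any dose in the follow-up dose series; inconclusive means inhibition above the set first-screen limit but never retested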;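 further: fluorescence reports GDP produced by GAP-driven GTP hydrolysis; strong numbers were not always called active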
NS5 inhibitors – flavivirus cap methylation enzyme inhibition – biochemical, confirmation dose response, primary screen (AID 588689); Dengue-2 NS5 methyltransferase capping enzyme assay, biochemical; higher % means a stronger effect; one-dose inhibition, % at 25 µM; IC50 in µM for titrated hits; 340,000 compounds, 0.3% hits; in the data active means a potency from the dose series; inconclusive means inhibition above about 29% without an active follow-up result
RSV CPE inhibition – inhibition of RSV-induced cytopathic effect – HEp-2 cells, primary 10 µM value included (AID 2391); HEp-2 cells, RSV-induced CPE inhibition; higher % means a stronger effect; CPE inhibition, % at 10 µM; hits with a dose series show IC50 in µM; 310,000 compounds, 0.13% hits; in the data active means a potency from the dose series; inconclusive means CPE inhibition mostly from about 23% at the one dose, without a potency; inactive means the rest, 99 in 100 with CPE inhibition below about 21%; further: strong numbers were not always called active
SIAH1 antagonists – blockers of Siah-1 interaction with plectin peptide – biochemical, fluorescence polarization, rhodamine-plectin, uHTS, primary screen (AID 1817). Siah-1 / rhodamine-plectin peptide fluorescence polarization; higher % means a stronger effect. one-dose displacement, % at 20 µM; IC50 in µM for titrated hits. 290,000 compounds, 0.02% hits;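 active means displacement of at least 50% at 20 µM, with a fluorescence ratio check between 0.3 and a set limit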;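 further: plate controls were Siah plus tracer with DMSO for no effect and tracer alone without Siah for full effect; strong numbers were not always called active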
HIV peptide binding – cell-free HIV fusion peptide-binding blockers – biochemical, uHTS, fluorescence dequenching, primary screen (AID 1986); cell-free peptide binding, fluorescence dequenching, 30 min; higher % means a stronger effect; inhibition, % at 20 µM; hits with a dose series show IC50 in µM; 290,000 compounds, 0.3% hits; in the data active means inhibition mostly above about 52%, no sharp cut-off; inactive means mostly below about 76%; further: some results filed as inactive read as strong as hits
NS5 inhibitors pilot replicate – also measured in NS5 inhibitors; calls as there; inhibition, %; measured here: pilot screen replicate inhibition
An asterisk follows results filed as active; ? = inconclusive; nt = not tested or not shown.

SMILES	AID2073	XIAP antagonists	SV40 large T antigen	LYP inhibition	MgcRacGAP inhibition	NS5 inhibitors	RSV CPE inhibition	SIAH1 antagonists	HIV peptide binding	others
Cc1cccc(CC2CC(=O)N(C3CCCCC3)C2=O)c1 (configuration not stated)	-1%	-11%	-2%	5%	9%	2%	2.1%	-1%	-0.6%
O=C(c1ccc(Cl)s1)N(Cc1nnc(-c2ccccc2Cl)o1)C1CC1	nt	nt	9%	nt	1%	4%	12%	nt	nt
[O-]/[N+](=C\c1ccncc1)c1ccccc1	-3%	-8.3%	-4%	-6%	1%	-16%	3.6%	-1%	3.7%
Cc1ccc(N2C(=O)S/C(=C/c3cn(C)c4ccccc34)C2=O)cc1	9%	-5.0%	19%	8%	6%	-4%	4.4%	-6%	-4.4%
Cc1cc(C)c(C)c(OCCOCCN2CCN(C)CC2)c1	-2%	0.9%	3%	1%	11%	-3%	1.2%	-12%	-0.3%
Cc1ccc(OC(C)C(=O)N2CCCc3ccccc32)cc1 (configuration not stated)	-26%	-2.6%	3%	-2%	10%	2%	3.5%	-3%	-2.2%
Cc1ccc2nsnc2c1NC(=O)c1ccccc1[N+](=O)[O-]	4%	-5.8%	8%	-3%	5%	-10%	1.6%	-5%	-1.8%
O=C(Nc1ccc(N2CCOCC2)c(Cl)c1)c1ccc(-n2cnnc2)cc1Cl	28%	nt	5%	-4%	-3%	-4%	1.4%	2%	-1.3%
COc1ccccc1NC(=O)CC1C(=O)NCCN1C(=O)Nc1ccc(Cl)c(Cl)c1 (configuration not stated)	?	-4.8%	7%	-3%	-9%	5%	17%	6%	1.9%
CCOc1ccccc1CNC(=O)CCCC(=O)n1nc(C)c2ccccc21	-11%	nt	22%	3%	2%	7%	2.9%	2%	-0.1%
C=CCN(Cc1cc(OC)ccc1OC)C(=O)c1cc2ccc(OC)cc2[nH]1	24%	nt	4%	-4%	10%	-5%	2.2%	1%	-1.9%
COCCCN(CCC#N)C(=O)c1c(-c2c(Cl)cccc2Cl)noc1C	7%	nt	6%	-4%	10%	-4%	2.6%	0%	-0.9%
COc1cc(C(C)=O)ccc1OCCCOc1cccc2cccnc12	7%	nt	25%	-8%	4%	-7%	1.1%	2%	2.6%
CCc1nc2c(c(SC)nn2-c2ccccc2)c(N)c1C(=O)OC	44%	-4.8%	3%	-5%	12%	1%	0.4%	1%	0.7%
O=C(Cc1ccc(F)cc1)NC1CCCC1	0%	-2.2%	3%	2%	7%	6%	1.4%	-2%	165%
COc1cccc(C(C2=C(O)CC(C)(C)CC2=O)C2C(=O)CC(C)(C)CC2=O)c1 (configuration not stated)	12%	-2.5%	-2%	-4%	-6%	-2%	0.6%	8%	4.2%
O=C(N/N=C/c1cc2cc3c(cc2nc1Cl)OCCO3)c1ccccc1O	14%	-5.0%	10%	-3%	5%	5%	2.7%	5%	-2.4%
CCOc1ccccc1NC(=O)CSc1ccc2nnc(-c3cccnc3)n2n1	3%	-8.0%	26%	2%	11%	0%	5.8%	-2%	-2.8%
O=C(O)[C@H](Cc1ccccc1)NC(=O)N1CCOCC1	7%	-4.2%	2%	-7%	8%	-1%	0.5%	-3%	-0.4%
CC(=O)N1CCN(Cc2nc3cc(NC(=O)c4ccc(Cl)cc4)ccc3n2C)CC1	-6%	-21%	4%	-2%	5%	-2%	-0.1%	2%	0.1%
O=C1C=C(NCc2ccco2)CC(c2ccc(Cl)cc2)C1 (configuration not stated)	-5%	1.1%	22%	4%	-12%	2%	-0.3%	2%	9.2%
O=C(COC(=O)c1cnc(Cl)c(Cl)c1)NCc1ccco1	-16%	-20%	11%	-5%	4%	-10%	1.2%	-2%	-0.7%
O=C1NN(c2ccccc2)C(=O)/C1=C\c1ccc2c(c1)OCO2	16%	nt	18%	-3%	11%	15%	0.2%	-3%	4.9%
S=c1[nH]ncn1/N=C/c1ccccn1	-19%	-4.4%	11%	-4%	12%	-7%	-0.4%	2%	-0.6%
CCN(CC)C(=O)Nc1ccc(C(=O)OC)cc1	0%	-0.9%	-3%	-7%	6%	0%	0.9%	1%	1.4%
CCN1CCN(CCc2nc3cc(NC(=O)COc4ccccc4)ccc3n2C)CC1	7%	nt	13%	-11%	15%	0%	-0.7%	-1%	-0.8%
CCCCNC(=O)CN(c1cccc(F)c1)S(C)(=O)=O	0%	-2.6%	8%	-7%	3%	-2%	0.8%	7%	3.5%
Cc1ccc(S(=O)(=O)NC(=O)c2ccc(-c3ccc(-c4ccccc4)cc3)o2)c(C)c1	10%	-2.4%	?	8%	nt	nt	3.5%	16%	53%*
Cc1nnc(SCC(=O)Nn2cnnc2)s1	-2%	-2.0%	-5%	-7%	6%	-3%	0.8%	-2%	-2.8%
CN1CCCN(C(=O)C2CCC(C(=O)N3CCCN(C)CC3)CC2)CC1 (configuration not stated)	3%	-1.8%	2%	-11%	0%	-10%	5.2%	-5%	-0.3%
NC(=O)c1ccc(NC(=O)COC(=O)c2cc([N+](=O)[O-])ccc2N2CCOCC2)cc1	nt	nt	16%	nt	5%	-6%	1.0%	nt	nt
C=CCc1cccc2cc(C(=O)NCc3ccc(C(=O)OCC)o3)c(=O)oc12	-2%	-2.6%	17%	-3%	5%	-1%	1.3%	4%	1.8%
Cc1cc([N+](=O)[O-])nn1CC(=O)NCCCn1ccnc1	-8%	-7.1%	0%	-5%	12%	-14%	0.8%	1%	0.1%
Fc1ccccc1OCCn1c(=S)[nH]c2ccccc21	-15%	nt	24%	-11%	-5%	-2%	5.8%	3%	-1.6%	NS5 inhibitors pilot replicate=1.9
O=C(O)CC(Cc1ccccc1)C(=O)Nc1ccc([N+](=O)[O-])cc1 (configuration not stated)	-1%	4.9%	8%	-4%	2%	2%	2.3%	7%	3.3%
Cc1ccc(NC(=O)c2cc3c(s2)CCCC3)cc1	1%	-2.9%	6%	-15%	8%	-13%	?	6%	-0.2%
CCN1/C(=C(\O)c2ccccc2)C(=O)c2ccccc2S1(=O)=O	-5%	-1.4%	2%	-7%	-2%	-2%	5.4%	-1%	0.5%
COc1ccc(C(C(=O)NC(C)(C)C)N(CCC(C)C)C(=O)CCC(=O)Nc2cc(C)on2)cc1 (configuration not stated)	2%	nt	12%	-2%	2%	2%	2.5%	2%	0.5%
CC(C)(C)c1ccc(C(=O)N/C(=C\c2cccc([N+](=O)[O-])c2)C(=O)Nc2cccc(C(=O)O)c2)cc1	35%	nt	12%	-10%	8%	13%	1.4%	14%	49%
Cc1ccc2nc(CSc3nnc4ccccn34)cc(=O)n2c1	-2%	-6.3%	-3%	-6%	1%	nt	-0.9%	2%	-2.0%
CC(=O)c1cc(C#N)c(NCc2ccccc2)nc1C	6%	-4.9%	14%	-7%	3%	-1%	-1.6%	3%	0.6%
COc1ccc(CC(=O)N2CCN(c3ccccn3)CC2)cc1	4%	-4.5%	3%	-3%	9%	1%	1.2%	-3%	-3.1%
N#C/C(=C/c1ccc(-c2ccc(C(=O)O)c(Cl)c2)o1)C(=O)NCC1CCCO1 (configuration not stated)	14%	-3.4%	12%	-4%	3%	-3%	1.4%	3%	6.8%
CC1=C(C(=O)Nc2cccc(C(=O)NC3CCCC(C)C3C)c2)SCCO1 (configuration not stated)	10%	nt	11%	-8%	4%	-7%	15%	5%	-1.4%
COc1ccc(S(=O)(=O)NN(C)c2nc(C(F)(F)F)nc3ccccc23)cc1	-3%	-6.1%	6%	-6%	8%	-4%	-1.1%	0%	-2.0%
CC/C(=N\NC(=O)CSCc1ccc(Cl)cc1)c1ccc2c(c1)OCCO2	-6%	-3.7%	8%	-3%	1%	7%	3.5%	4%	-0.4%
Cc1ccc(-c2nn(-c3ccccc3)cc2/C=N/NS(=O)(=O)c2ccccc2)cc1	-5%	-3.4%	9%	2%	-1%	-6%	?	3%	5.9%
CCOc1cc(/C=C2\SC(=O)N(c3ccc(O)cc3)C2=O)ccc1O	-13%	nt	?	-6%	?	-49%	6.9%	15%	4.9%
CNC(=O)C1CC(=O)N(Cc2ccc3c(c2)OCO3)C(=Nc2ccc(F)cc2)S1 (configuration not stated)	14%	-4.9%	nt	1%	2%	-4%	-0.6%	2%	3.6%
COc1ccc2nc(N)sc2c1	-2%	-0.4%	26%	-2%	1%	-3%	0.7%	2%	-2.5%
Cc1ccc(S(=O)(=O)NCC(c2ccccc2)N2CCCCC2)cc1 (configuration not stated)	4%	nt	11%	3%	-10%	-9%	-1.9%	2%	-0.6%
COc1ccc(Cl)cc1NC(=O)CN(C)C(C)C(=O)NCC1CCCCC1 (configuration not stated)	-2%	0.6%	2%	2%	10%	-1%	1.1%	1%	0.9%
O=C(CCn1[nH]c(=O)c2ccccc2c1=O)N1CCOCC1	6%	-1.3%	6%	-9%	8%	2%	3.6%	1%	4.0%
O=C(c1cc(C(=O)N2CCN(c3ccc(F)cc3)CC2)cc([N+](=O)[O-])c1)N1CCN(c2ccc(F)cc2)CC1	2%	nt	6%	-3%	11%	1%	3.3%	7%	-2.6%
COc1ccccc1C/C(N)=N/OC(=O)COc1cccc2ccccc12	-3%	-2.9%	-4%	-6%	0%	-6%	-0.7%	-5%	8.5%
C/C(=N\NC(=O)c1ccccc1)c1ccc2c(c1)OCO2	-1%	-2.8%	17%	-2%	1%	-6%	1.7%	-3%	-2.5%	NS5 inhibitors pilot replicate=2.4
COc1ccc(NC(=O)C2CCCO2)cc1 (configuration not stated)	-1%	-4.3%	14%	-2%	6%	-2%	-0.4%	4%	2.5%
c1ccc2c(c1)CCc1snnc1-2	14%	nt	6%	-13%	8%	3%	2.4%	2%	1.2%
Cc1ccccc1-c1cc(-c2ccccc2O)n[nH]1	4%	1.0%	6%	5%	9%	-2%	15%	3%	-3.2%
Cc1ccc(S(=O)(=O)CCC(=O)Oc2ccc3c(C)cc(=O)oc3c2)cc1	nt	nt	49µM*	nt	10%	-10%	-2.4%	nt	nt
O=[N+]([O-])c1ccccc1OCCCOc1cccc2cccnc12	-3%	nt	6%	-5%	-4%	0%	7.6%	2%	-1.0%
CS(=O)(=O)N(CC(=O)O)c1ccc(Oc2ccccc2)cc1	11%	-7.8%	3%	-5%	-3%	-2%	0.8%	-3%	-1.6%

Taken from the entries so far for reference:
SMILES	AID2073	XIAP antagonists	SV40 large T antigen	LYP inhibition	MgcRacGAP inhibition	NS5 inhibitors	RSV CPE inhibition	SIAH1 antagonists	HIV peptide binding	others
CC/C(=N\NC(=O)CSCc1ccc(Cl)cc1)c1ccc2c(c1)OCCO2	-6%	-3.7%	8%	-3%	1%	7%	3.5%	4%	-0.4%
Cc1ccc(-c2nn(-c3ccccc3)cc2/C=N/NS(=O)(=O)c2ccccc2)cc1	-5%	-3.4%	9%	2%	-1%	-6%	?	3%	5.9%
CCOc1cc(/C=C2\SC(=O)N(c3ccc(O)cc3)C2=O)ccc1O	-13%	nt	?	-6%	?	-49%	6.9%	15%	4.9%

Source: PubChem BioAssay
